# CRFR2-BP ag: CRF-BP/CRF-R2 complex agonism. HEK293 CRF-R2/CRF-BP, calcium dye fluorescence (FLIPR); percent of saturating CRF peptide response. activation, % at 13.2 µM. hit rate 0.46% among 350,000. AID 588473;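 active = activation of at least 50%, plus an integration ratio under a set limit after plate pattern correction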;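 also: plate controls were neutral control wells without compound for no effect and CRF at EC100 for full effect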
# IDE inh: inhibits human insulin-degrading enzyme in HEK cells; FAbetaB cleavage, fluorescence polarization; hit rate 0.41% among 320,000; inhibition, % at 5.59 µM;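 active = percent inhibition above the average of all tested compounds plus 3 SD, set per screening campaign, cut at about 16% in these data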;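 also: IDE supplied by intact live HEK cells; FP after avidin binding of uncleaved biotin substrate so inhibition keeps polarization high; 0% = DMSO wells and 100% = 60 µM reference IDE inhibitor Ii1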
# Target sequence (P14735 whole entry, looked up): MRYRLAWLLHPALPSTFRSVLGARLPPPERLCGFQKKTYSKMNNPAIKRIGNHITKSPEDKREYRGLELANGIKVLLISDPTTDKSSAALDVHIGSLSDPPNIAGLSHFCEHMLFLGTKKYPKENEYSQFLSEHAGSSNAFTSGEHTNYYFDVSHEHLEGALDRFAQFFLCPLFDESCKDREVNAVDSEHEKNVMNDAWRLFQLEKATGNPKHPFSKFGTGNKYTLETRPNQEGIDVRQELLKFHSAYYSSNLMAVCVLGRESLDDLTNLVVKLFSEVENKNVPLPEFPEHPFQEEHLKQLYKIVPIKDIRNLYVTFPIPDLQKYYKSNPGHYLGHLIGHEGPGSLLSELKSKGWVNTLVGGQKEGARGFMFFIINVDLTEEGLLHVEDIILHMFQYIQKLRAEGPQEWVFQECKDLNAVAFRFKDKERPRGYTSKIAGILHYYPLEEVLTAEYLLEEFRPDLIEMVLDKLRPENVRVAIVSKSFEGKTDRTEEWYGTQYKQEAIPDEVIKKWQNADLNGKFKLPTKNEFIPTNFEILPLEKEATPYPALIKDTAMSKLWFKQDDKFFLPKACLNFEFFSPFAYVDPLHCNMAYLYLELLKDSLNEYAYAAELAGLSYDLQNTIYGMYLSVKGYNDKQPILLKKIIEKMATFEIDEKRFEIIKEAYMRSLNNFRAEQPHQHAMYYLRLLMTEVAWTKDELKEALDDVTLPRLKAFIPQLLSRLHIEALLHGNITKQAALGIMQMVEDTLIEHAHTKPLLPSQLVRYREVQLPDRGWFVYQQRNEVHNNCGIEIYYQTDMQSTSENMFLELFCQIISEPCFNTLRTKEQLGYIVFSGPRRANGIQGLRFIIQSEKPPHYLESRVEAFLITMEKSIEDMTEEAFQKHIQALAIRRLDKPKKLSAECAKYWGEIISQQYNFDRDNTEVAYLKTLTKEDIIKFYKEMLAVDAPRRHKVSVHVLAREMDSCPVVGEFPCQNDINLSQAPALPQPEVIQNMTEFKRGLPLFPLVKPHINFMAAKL
# CRFR2-BP antag: CRF-BP/CRF-R2 complex antagonism; HEK293 CRF-R2/CRF-BP, CRF-induced calcium fluorescence; inhibition, % at 11.8 µM; hit rate 0.59% among 350,000;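 active = inhibition of the ligand-induced calcium signal above about 50% at the single tested concentration, limit read from the data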
# CHRM5 agonist: agonists of human muscarinic M5 receptor (CHRM5) | P08912 | CHO-K1 hM5 cells, Fluo-8 calcium fluorescence; 0% DMSO wells, 100% maximal acetylcholine response | activation, % at 3 µM | hit rate 0.19% among 360,000;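 active = activation above the run's mean over test compounds plus 3 SD, cut at about 23% in these data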;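 also: signal is peak over basal fluorescence ratio across the kinetic read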
# CHRM5 PAM: positive allosteric modulators of human muscarinic M5 receptor; P08912; CHO-K1 hM5, Fluo-8 calcium, ACh EC20 PAM; 0% = ACh EC20, 100% = ACh EC100; activation, % at 3 µM; hit rate 0.3% among 360,000; AID 624038;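 active = activation above the run cutoff, the mean activation of all test compounds plus 3 SD, cut at about 18% in these data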
#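 Replicates: One well per compound, no replicates | System: Human M5 receptor in CHO-K1 cells | Benchmarks: Low control EC20 acetylcholine (0%), high control EC100 acetylcholine (100%) | Probe or stimulus: Acetylcholine, EC20 level | Times: Fluo-8 loading 80 min at 37 °C plus 30 min room temperature | Signal: Intracellular calcium via Fluo-8 fluorescence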
# M4 ag: CHRM4 agonism in calcium assay; CHO-K1 hM4/Gqi5, Fluo-8 calcium fluorescence; vehicle 0%, full acetylcholine response 100%; hit rate 0.14% among 360,000; P08173; activation, % at 3 µM;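 active = activation above the run mean over all test wells plus 3 SD, cut at about 32% in these data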;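 also: peak over basal fluorescence ratio per well then scaled between controls; 0% = DMSO wells and 100% = acetylcholine at EC100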
# CHRM5 antagonist: blocks acetylcholine activation of human M5 receptor | inhibition, % at 3 µM | hit rate 0.59% among 360,000 | CHO-hM5 cells, Fluo-8 calcium fluorescence, ACh EC80;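 active = inhibition above a per-plate cutoff, the mean of that plate's test compounds plus 3 SD, cut at about 27% in these data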;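 also: 0% = acetylcholine EC80 with DMSO and 100% = DMSO without agonist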
# CHRM4 antagonist: antagonists of human muscarinic M4 receptor (CHRM4); P08173; CHO-hM4 cells, ACh EC80, Fluo-8 calcium fluorescence; inhibition, % at 3 µM; hit rate 0.73% among 360,000; AID 624125;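 active = inhibition above its plate's cutoff, the mean inhibition of sample wells plus 3 SD, cut at about 27% in these data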;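 also: 0% = acetylcholine EC80 with DMSO and 100% = DMSO without agonist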
# M4 PAM: potentiates acetylcholine response at human M4 receptor | P08173 | CHO-K1 hM4/Gqi5, Fluo-8 calcium fluorescence, ACh EC20; 0% = ACh EC20, 100% = maximal ACh | activation, % at 3 µM | hit rate 0.4% among 360,000 | AID 624126;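 active = activation above its plate's cutoff, the mean activation of sample wells plus 3 SD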; also: some results filed as inactive read as strong as hits
# The depositor's hits bear a star; . = not tested or not shown.
M4 PAM	IDE inh	M4 ag	CHRM5 agonist	CRFR2-BP ag	CRFR2-BP antag	CHRM4 antagonist	CHRM5 PAM	CHRM5 antagonist	Structure
4	7	2	3	-2.2	-4	0	-2	6	Cc1ccccc1C(=O)c1c[nH]c(C(=O)NCCc2ccccn2)c1
1	.	0	-10	-1.1	-1	-8	2	-5	Cc1c(C(=O)NCc2ccccc2CN2CCCC2)oc2ccccc12
-1	9	0	-7	-0.7	3	7	4	3	COc1ccc(C)cc1S(=O)(=O)Nc1cc(Cl)ccc1Cl
10	8	3	-2	-1.9	0	-3	5	8	Cc1ccc(C(=O)Nc2cc(S(=O)(=O)N3CCOCC3)ccc2N2CCCC2)cc1
0	0	0	2	-0.3	-1	8	2	1	COc1ccc(CCC(=O)OCC(=O)Nc2ccc3[nH]c(=O)[nH]c3c2)cc1
-6	.	1	6	0.5	-19	6	6	4	Cc1ccc(S(=O)(=O)N(C)c2ccc(OCC(=O)Nc3nnc(C4CC4)s3)cc2)cc1
2	-5	1	-2	-2.7	-9	1	5	-5	CCOC(=O)Cc1csc(SCC(=O)NC2CCCC(C)C2C)n1 (configuration not stated)
-14	0	1	-7	-0.9	-4	8	-11	5	CCCCC(CC)C1OCC(C[N+]2(C)CCOCC2)O1 (configuration not stated)
2	4	3	0	-1.7	1	1	3	-4	CCOc1ccc(S(=O)(=O)NCCC(=O)N2CCN(Cc3ccccc3)CC2)cc1
15	2	-2	-5	0.6	27	0	1	1	CC1(c2cccs2)CC(c2cccs2)=C(C#N)C(=O)N1 (configuration not stated)
8	7	1	2	-1.7	14	2	4	-2	CCN(C(=O)CSc1nc2ccccc2o1)C1CCS(=O)(=O)C1 (configuration not stated)
-3	-3	1	-1	-0.8	-6	-2	1	-2	CCOc1ccc(N(CC(=O)Nc2cc(C)ccc2C)S(=O)(=O)c2c(C)[nH]c(=O)[nH]c2=O)cc1
-2	-2	0	1	-1.1	-10	1	-6	4	CCC(C)NC(=O)NC1C(NC(=O)NC(C)CC)N(C)C(=O)N1C (configuration not stated)
5	4	1	0	-1.5	1	-7	1	1	O=C1CSC(c2cccnc2)N1c1ccc(F)cc1 (configuration not stated)
-2	1	1	-1	-1.8	12	-6	-1	1	COc1ccc(/C=C/C(=O)NC(C)CCc2ccccc2)cc1OC (configuration not stated)
11	6	2	-3	-0.4	-11	0	4	-6	COc1cc(-c2nnc(SCC(=O)N3CCCC3)o2)cc(OC)c1OC
-3	1	6	0	-4.1	6	11	-1	1	Cc1ccc(S(=O)(=O)N2CCN(C)CC2)c(C)c1N(C)S(=O)(=O)c1ccc(Cl)cc1
3	3	6	-3	0.1	-5	-21	-2	3	Cc1cccc(S(=O)(=O)N(CC(=O)Nc2ccccc2C)Cc2ccco2)c1
-1	10	1	3	0.9	11	-1	6	-9	COc1cc(S(=O)(=O)NCc2ccccn2)c(OC)cc1Cl
-1	3	1	-1	-1.6	-3	-4	4	2	Cc1ccc(C(=O)NC2CCc3ccccc3C2=O)cc1 (configuration not stated)
-1	0	4	2	1.7	-2	-2	4	-1	COc1cccc(NC(=O)c2sc3nc4n(c(=O)c3c2C)CCC4)c1
-3	.	0	1	.	.	0	2	4	CC(=O)c1ccc(Nc2nc(C(C)N)cs2)cc1 (configuration not stated)
-6	3	1	-4	-0.9	-12	4	-5	3	CCCCCCNC(=O)CCCCCNS(=O)(=O)c1ccc(OC)cc1
7	0	-3	-4	0.4	-33	-7	-7	1	CCCCc1c(C)c2cc(C)ccc2[nH]c1=O
-1	4	1	0	-1.1	-8	5	3	7	Nn1c(-c2ccc(O)cc2)nnc1-c1ccc(O)cc1
-10	0	1	-3	2.2	17	2	-11	0	CC(Oc1ccc(-c2ccccc2)c(F)c1)c1ccn(S(=O)(=O)c2ccc(F)cc2)n1 (configuration not stated)
2	7	2	3	0.1	6	11	3	-2	CCOC(=O)c1ccc(NC(=O)CSc2n[nH]c(-c3ccncc3)n2)cc1
-8	5	0	0	0.9	-10	16	-6	4	O=C(N1CCOCC1)N1CCC(NC(=O)C23CC4CC(CC(C4)C2)C3)CC1
-14	2	2	2	-1.6	-9	7	-12	0	CCn1c(=O)cc(SCC(=O)Nc2cccnc2)c2ccccc21
-1	1	3	-1	-1.3	18	-1	2	-4	COc1ccc(NC(=O)CC2CC3CCC2C3)cn1 (configuration not stated)
-4	5	1	4	0.8	78*	3	10	-9	Cc1ccc(CNC(=O)c2cc(-c3ccccc3C)n(CC3CC(c4cccc([N+](=O)[O-])c4)=NO3)n2)cc1 (configuration not stated)
8	1	1	-6	0.7	-13	1	2	4	O=C(NNC(=O)C1CCN(Cc2cccc(F)c2)CC1)c1cccc(Cl)c1
-3	3	-1	-4	0.9	5	12	-1	12	CC(C)n1ncc(N2CCOCC2)c(Cl)c1=O
5	-1	5	-1	-2.6	4	6	-3	14	CCN(CC)S(=O)(=O)c1cccc(C(=O)N/N=C/c2ccc([N+](=O)[O-])o2)c1
1	1	-2	-4	-0.5	30	-4	-10	12	C=C(C)Cn1c(C)cc(C)c(S(=O)(=O)c2ccc(C)cc2)c1=O
15	-3	1	0	-3.1	18	7	5	1	Cn1nc(Oc2ncc(C(F)(F)F)cc2Cl)cc1C(F)(F)F
3	0	0	-2	1.5	27	1	5	-2	O=C(O)c1ccc(Cl)c(S(=O)(=O)NCC2CCCO2)c1 (configuration not stated)
-7	-2	5	0	-0.9	3	3	-3	9	COC(=O)c1[nH]c2ccc(Cl)cc2c1NC(=O)CN1CCc2cc(OC)c(OC)cc2C1
7	1	0	0	0.0	0	8	2	-1	Nc1[nH]c(N=NC(=O)c2ccccc2)c2ccccc12
-3	-3	1	-9	-2.3	-5	6	-5	15	CCOc1ccc(-n2c(-c3ccccc3)c[n+]3c2CCCCC3)cc1

# Single records, from the list above. Order of values: M4 PAM, IDE inh, M4 ag, CHRM5 agonist, CRFR2-BP ag, CRFR2-BP antag, CHRM4 antagonist, CHRM5 PAM, CHRM5 antagonist
# Shown for `COc1cccc(NC(=O)c2sc3nc4n(c(=O)c3c2C)CCC4)c1` : -1, 0, 4, 2, 1.7, -2, -2, 4, -1
# Shown for `CC(=O)c1ccc(Nc2nc(C(C)N)cs2)cc1` (configuration not stated) : -3, ., 0, 1, ., ., 0, 2, 4

# Next results:
M4 PAM	IDE inh	M4 ag	CHRM5 agonist	CRFR2-BP ag	CRFR2-BP antag	CHRM4 antagonist	CHRM5 PAM	CHRM5 antagonist	Structure
-1	7	1	-7	-0.1	-11	9	7	1	CCNC(=O)COc1cc(C)c(Cl)c(C)c1
1	-4	2	-10	-2.1	17	0	2	4	C/C(=N\OCC(=O)Nc1ccc(Br)cc1)c1cccs1
4	-4	2	-3	0.7	16	-1	0	0	O=S(=O)(Nc1ccc2c(c1)OCO2)c1ccc(Br)s1
-2	-3	7	-1	-2.0	-9	4	-4	1	Cc1ccc(OCC(=O)N/N=C/c2c[nH]c3ccccc23)c([N+](=O)[O-])c1
0	-1	0	-1	-1.9	21	-4	-2	-1	COc1ccccc1NC(=O)C(CCS(C)(=O)=O)N1C(=O)c2ccccc2C1=O (configuration not stated)
-2	.	7	0	0.5	4	-16	-5	2	O=C(Nc1cccc(S(=O)(=O)N2CCOCC2)c1)C1CCCCN1S(=O)(=O)c1ccccc1 (configuration not stated)
-2	-1	14	4	-4.3	-18	-9	-13	5	CC1CN(C(=O)CCC(=O)NCc2ccccc2)c2ccccc2O1 (configuration not stated)
3	1	0	0	3.2	-18	-11	-3	1	Cn1cnnc1SCc1ccc(C#N)cc1
4	-2	4	-8	-1.1	-32	-3	-6	6	CCN(CC)CCNC(=S)NC(=O)c1cn(-c2ccccc2)nc1-c1ccc(OC)cc1
0	.	6	2	-2.9	6	-5	-2	2	CSc1ccccc1C(=O)C1CCCN(C(=O)c2cccc(Cn3cccn3)c2)C1 (configuration not stated)
2	0	1	1	-0.2	-2	1	3	0	COc1ccc(CNCC(=O)Nc2cccc(S(N)(=O)=O)c2)cc1
7	-3	-1	4	-1.1	5	10	-1	0	CCCCCOC(=O)Cn1c(SCC(=O)Nc2ccccc2)nc2c1c(=O)[nH]c(=O)n2C
-4	3	1	0	-1.8	-5	2	-4	7	C/C(CC(=O)Nc1cccc(Cl)c1)=N\NC(=O)Cc1ccc(Cl)cc1
-1	0	1	1	-0.6	5	7	1	-3	CCC(=O)Nc1ccc(C(=O)Nc2ccc3c(c2)OCO3)cc1
3	5	0	-7	-2.5	-4	-5	-11	6	C=CCNc1nc(-c2sc(NC(C)=O)nc2C)cs1
-2	1	2	-6	2.4	-8	8	3	7	CC(C)C(=O)N1CCC2(CC1)Oc1ccc(Cl)cc1C(=O)C21CC(c2ccccc2)=NO1 (configuration not stated)

# Exported with values under each structure: three of the compounds above.
# Second line of a record – M4 PAM, IDE inh, M4 ag, CHRM5 agonist, CRFR2-BP ag, CRFR2-BP antag, CHRM4 antagonist, CHRM5 PAM, CHRM5 antagonist
C/C(CC(=O)Nc1cccc(Cl)c1)=N\NC(=O)Cc1ccc(Cl)cc1
 : -4, 3, 1, 0, -1.8, -5, 2, -4, 7
CCC(=O)Nc1ccc(C(=O)Nc2ccc3c(c2)OCO3)cc1
 : -1, 0, 1, 1, -0.6, 5, 7, 1, -3
C=CCNc1nc(-c2sc(NC(C)=O)nc2C)cs1
 : 3, 5, 0, -7, -2.5, -4, -5, -11, 6

# Going on with the list:
M4 PAM	IDE inh	M4 ag	CHRM5 agonist	CRFR2-BP ag	CRFR2-BP antag	CHRM4 antagonist	CHRM5 PAM	CHRM5 antagonist	Structure
11	2	1	0	-0.2	8	-20	0	-8	Cc1ccc(NC(=O)CSc2nnc(Cc3csc(C)n3)o2)c(C)c1
1	-4	0	0	6.1	1	-3	-2	10	CS(=O)(=O)N1CCc2cc(-c3csc(NCC4CCCO4)n3)ccc21 (configuration not stated)
-4	3	1	4	-0.6	-4	9	5	7	O=C(Nc1cccc2ncccc12)c1ccccc1Cl
7	4	1	-2	-0.6	2	-7	-4	0	CCOc1ccc(NC(=O)N2CCC(NC(=O)C(Cc3cccc(F)c3)NC(C)=O)CC2)cc1 (configuration not stated)
0	0	15	5	102*	-71	-4	0	1	Fc1ccc(Br)cc1C1C=C(c2ccc(Br)cc2)Nc2ncnn21 (configuration not stated)
-7	7	0	-3	2.1	-5	5	-5	8	CCN(CC)S(=O)(=O)c1cc(C(=O)Nc2ccc(Cl)cn2)ccc1C
-15	-3	13	1	4.7	4	-5	-10	14	CCCCNC(=O)N(O)C1N(/N=C/c2cccnc2)C(=S)SC1(C)C (configuration not stated)
0	2	1	4	-0.9	7	-3	2	-14	CC(C)CN(C(=O)C1COc2ccccc2O1)c1c(N)n(CC(C)C)c(=O)[nH]c1=O (configuration not stated)
-6	4	0	3	-0.4	14	2	-8	6	NS(=O)(=O)c1ccc(NC(=O)CN2C(=O)c3ccccc3C2=O)cc1
-1	2	0	0	2.0	-18	-1	-2	7	O=C(Nc1ccc2oc(-c3ccncc3)nc2c1)c1ccc(F)cc1
13	-3	0	4	0.6	-2	-13	4	-4	CN(CC12CC3CC(CC(C3)C1)C2)C(=O)c1ccco1
-3	1	0	-5	1.1	7	2	-7	5	O=C(O)CCC(=O)N(Cc1ccccc1)Cc1ccccc1
0	8	0	-6	-0.8	18	-9	-5	15	COc1ccc(C)cc1NC(=O)CNC(=O)[C@@H]1Cc2ccccc2CN1
-3	0	0	-5	4.2	-9	2	-6	8	O=C(NCc1ccccn1)c1ccc(OC2CCN(Cc3ccc(CO)o3)CC2)cc1

# Screens from PubChem BioAssay.
